Screening results as filed in PubChem.
TNAP act DEA – human TNAP enzyme activators, primary screen, biochemical, luminescent, intermediate phosphate acceptor level; Alkaline phosphatase, tissue-nonspecific isozyme (Homo sapiens), P05186; purified TNAP, CDP-star luminescence, 100 mM DEA, 30 min; active compounds read high; scale: 0 levamisole-inhibited, 1 vehicle-only enzyme; activation factor at 20 µM; 64,000 tested, under 10 active;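 active = activation factor of at least 2 at 20 µM, relative to controls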
5-HT1A blocker – human 5-HT1a receptor antagonists, primary screen, cell-based, CHO, Ga15 NFAT-bla reporter | 5-hydroxytryptamine receptor 1A (Homo sapiens), P08908 | CHO 5-HT1a Ga15 NFAT-bla reporter, antagonist mode | inhibition, % at 10 µM | 62,000 compounds, 0.68% hits;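 active = inhibition above the mean of all tested compounds plus 3 SD, cut at about 43% in these data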;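 also: receptor stimulated by 5-CT agonist at 100 nM near EC80; beta-lactamase reporter measured by ratiometric fluorescence of a cleavable substrate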
Target sequence (P08908 whole entry, looked up): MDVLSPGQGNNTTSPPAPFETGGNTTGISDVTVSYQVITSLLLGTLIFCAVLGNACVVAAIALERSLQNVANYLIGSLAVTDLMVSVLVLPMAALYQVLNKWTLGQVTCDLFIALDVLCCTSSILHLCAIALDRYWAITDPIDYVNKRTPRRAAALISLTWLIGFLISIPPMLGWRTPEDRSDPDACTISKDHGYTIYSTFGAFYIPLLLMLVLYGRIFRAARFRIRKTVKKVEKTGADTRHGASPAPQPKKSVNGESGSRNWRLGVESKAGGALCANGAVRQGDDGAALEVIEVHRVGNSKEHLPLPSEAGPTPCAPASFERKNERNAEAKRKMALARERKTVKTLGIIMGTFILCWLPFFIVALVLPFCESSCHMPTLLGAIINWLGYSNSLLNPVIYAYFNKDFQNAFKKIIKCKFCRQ
Abs 340nm – compound light absorbance at 340 nm, profiling panel, artefact control, biochemical, MLSMR library, data from PS, PMK, MK assays; fold change at 10 µM; 65,000 tested, under 10 active; compound absorbance at 340 nm, fold over control;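 active = at 10 µM dose, initial 340 nm absorbance at least 2 fold that of control wells; inactive = change under 2 fold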;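 also: initial absorbance extrapolated from kinetic A340 decline of NADH oxidation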
HTR1A agonist – human 5-HT1a receptor agonists, primary screen, cell-based, CHO, Ga15 NFAT-bla reporter | activation, % at 10 µM | 65,000 compounds, 0.56% hits | CHO 5-HT1a Ga15 NFAT-bla reporter, FRET ratio; 0% basal, 100% maximal reference agonist | 5-hydroxytryptamine receptor 1A (Homo sapiens), P08908;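 active = activation above the screen-wide mean activation plus 3 SD, cut at about 19% in these data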;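 also: 0% = DMSO wells and 100% = 5-CT at EC100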
RORA act – activators of orphan receptor RORA, primary screen, cell-based, luminescence | Nuclear receptor ROR-alpha (Homo sapiens), P35398 | CHO-K1 Gal4-RORA LBD luciferase reporter; percent increase over mock-subtracted basal signal | activation, % at 10 µM | 65,000 compounds, 1.5% hits | AID 560, 2006;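 active = activation above the mean of all tested compounds plus 3 SD, cut at about 49% in these data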;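 also: 0% = DMSO-treated RORA cells and 100% = added signal equal to DMSO minus mock-transfected cells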
MMP13 inh – human MMP13 inhibitors, primary screen, biochemical, FRET peptide cleavage. Collagenase 3 (Homo sapiens), P45452. inhibition, % at 4 µM. MMP-13 fTHP FRET cleavage, Mca fluorescence. AID 570, 2006. 65,000 compounds, 0.07% hits;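 active = inhibition above the mean of compound-free control plate wells plus 3 SD, cut at about 14% in these data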;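 also: 0% = DMSO wells and 100% = wells with reference MMP-13 inhibitor after basal subtraction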
Fluor 339 460 – intrinsic fluorescence of library compounds, ex339/em460 – biochemical, MLSMR library, data from DPM-DC assay, artefact control, profiling panel. fluorescence fold increase at 10 µM. 65,000 compounds, 5.5% hits. compound autofluorescence, ex339/em460 nm, NADH buffer; active compounds read high; 1 = no-compound wells, NADH background;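 active = at 10 µM, mean starting fluorescence two-fold or more over control wells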;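 also: signal is the first read of a kinetic run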
SF1 activator – activators of human SF-1, primary screen, cell-based, CHO-K1, Gal4-SF-1 LBD, luciferase luminescence; Steroidogenic factor 1 (Homo sapiens), Q13285; CHO-K1 Gal4-SF-1 LBD luciferase reporter; % increase over DMSO SF-1-specific signal; activation, % at 10 µM; 65,000 compounds, 1.9% hits; AID 522, 2006;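 active = activation above the mean activation of all tested compounds plus 3 SD, cut at about 50% in these data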
Target sequence (Q13285 whole entry, looked up, the tested form may be a part): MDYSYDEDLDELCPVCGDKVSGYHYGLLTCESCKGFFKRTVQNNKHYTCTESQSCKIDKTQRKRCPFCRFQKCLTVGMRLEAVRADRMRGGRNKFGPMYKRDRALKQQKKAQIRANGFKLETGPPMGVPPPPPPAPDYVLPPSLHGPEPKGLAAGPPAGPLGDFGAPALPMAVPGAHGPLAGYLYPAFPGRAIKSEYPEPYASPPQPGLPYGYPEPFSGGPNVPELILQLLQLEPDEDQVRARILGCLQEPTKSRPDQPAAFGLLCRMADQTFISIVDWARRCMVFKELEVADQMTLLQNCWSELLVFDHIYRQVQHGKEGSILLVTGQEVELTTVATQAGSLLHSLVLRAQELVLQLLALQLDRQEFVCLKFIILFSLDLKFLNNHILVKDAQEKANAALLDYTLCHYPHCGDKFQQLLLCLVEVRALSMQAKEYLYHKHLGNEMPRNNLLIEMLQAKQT
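Test system: CHO-K1 cells co-transfected with Gal4 DBD–human SF-1 LBD, 5xGal4 luciferase reporter. Quantity: 4,000 cells per well. Compound: 10 µM only. Incubation: compound added 1 h post-seeding, 20 h exposure at 37 °C, 5% CO2. Detection: SteadyLite luciferase luminescence. Replication: one test per compound.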
NADH enzymes – inhibitors of PK/LDH coupling enzymes, profiling panel, artefact control, biochemical, MLSMR library | coupled PK/LDH NADH assays, four targets | IC50, µM (top dose mostly 10 µM), inactives show at the highest dose inhibition | 65,000 compounds, 0.02% hits;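 active = single-dose screening hits from any of four coupled enzyme assays that gave an IC50 when retested across doses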;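 also: the DPM-DC format reads NADH fluorescence rather than 340 nm absorbance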
Starred values were filed as active, the others as inactive; . = not tested or not shown; [ ] = another dose, or the depositor's remark.

entry	Structure	MMP13 inh	Abs 340nm	5-HT1A blocker	HTR1A agonist	Fluor 339 460	SF1 activator	RORA act	TNAP act DEA	NADH enzymes
1	Cc1ccccc1-c1nc(CS(=O)(=O)CC(=O)Nc2cc(F)ccc2F)c(C)o1	1	1	1	-3.2	1.1	3	-1	0.9	3%
2	O=C(/C=N/O)NCCN1CCCCC1	3	1	-4	-2.6	1.1	-10	8	1	8%
3	CCOC(=O)N1CCC(n2c(SCC(=O)Nc3ccccc3OC)nc3ccccc3c2=O)CC1	3	1	32	1.1	1.1	12	-2	1	5%
4	Cc1ccc(-n2ncc(C(=O)O)c2C2CCN(C(=O)OC(C)(C)C)CC2)cc1	1	1.1	-4	1.5	1.1	23	-5	1	4%
5	Cc1cc(=O)oc2cc(OCC(=O)NCCc3nc4ccccc4[nH]3)ccc12	-7	1.1	-3	-0.3	1.5	6	-1	0.9	10%
6	C=CCSc1nnc(-c2cccnc2)o1	0	0.98	-16	-3.5	1	15	18	0.9	2%
7	COc1ccc(NC(=O)C(c2ccc(C)cc2)N(C)C(=O)c2cnccn2)cc1 (configuration not stated)	7	1	2	-1.6	1.1	-3	1	0.9	3%
8	COC(=O)c1cc(C(=O)OC)n(Cc2ccc(F)cc2)n1	-3	1	-9	2.3	1.1	23	11	1	6%
9	O=c1c2c(nc3c(-c4cccc5ccccc45)c[nH]n13)CCC2	-38[fluorescence artefact?]	1.1	-4	1.0	3.6*	1	5	0.9	8%[fluoresces]
10	O=C(CCS(=O)(=O)Cc1ccccc1)N1CCN(Cc2ccccc2)CC1	5	1	2	-1.4	1.1	11	-9	0.9	3%
11	Cn1ncc(N=Cc2c(O)ccc3ccccc23)c1C(=O)N1CCOCC1	-2	1.1	.	-4.1	1	9	-5	0.9	7%
12	COc1ccc2c(c1)sc1nc(-c3ccccc3)cn12	1	1	65*	0.7	1.1	-89	-92	0.8	8%
13	CCOC(=O)N1CCN(S(=O)(=O)c2cc(C)c(C)cc2C)CC1	-2	0.99	-3	-0.3	1	0	9	0.9	2%
14	COc1ccc(C2=NCC(CSc3nnnn3C)S2)cc1 (configuration not stated)	3	0.99	6	-2.3	1.2	6	23	0.8	7%
15	Cc1ccccc1NC(=O)c1ccccc1O	-3	1.1	2	0.1	1.6	6	10	1	14%
16	COC(=O)c1[nH]c2ccc(Cl)cc2c1NC(=O)C1CC1	-39[fluorescence artefact?]	1	.	-1.9	1.8	-8	1	1	10%
17	O=C(/C=N/O)NCC1CCNCC1	0	1	-10	-1.6	1.1	4	0	0.9	2%
18	CCOC(=O)N1CCC(NC(=O)c2csc3c2CCCC3)CC1	2	1	7	-0.7	1	4	6	1	9%
19	O=C(O)c1c2c(nc3ccc(S(=O)(=O)N4CCC(C(=O)NC5CCCC5)CC4)cc13)CCCCC2	3	1	-11	-0.3	1.1	-4	-5	0.9	3%
20	Cn1c(=O)[nH]c(=O)c2c1nc(Sc1nc3ccccc3s1)n2Cc1ccccc1	-4	0.99	-5	-0.5	1.1	11	4	0.9	5%
21	O=S(=O)(c1ccc(Oc2ccc3oc4ccccc4c3c2)nc1)N1CCCC1	5	1	1	0.8	1.1	4	-6	1	8%
22	Nc1cc(N)nc(SCCOc2ccccc2F)n1	2	1.1	-4	-0.6	1	22	35	1	2%
23	CCCCC(c1nnnn1CC1CCCO1)N1CCN(c2cccc(C)c2C)CC1 (configuration not stated)	-12	0.99	38	0.8	1.1	1	-4	0.9	9%
24	NNC(=O)c1ccncc1	-7	0.98	.	0.7	0.99	-5	-7	1	2%
25	O=C(Nc1ccc2c(c1)OCO2)c1ccncc1	-1	1.1	8	0.6	1	0	6	0.9	5%
26	O=C(CC1(O)C(=O)Nc2ccccc21)c1cccnc1 (configuration not stated)	6	1	-4	-4.3	1.1	21	-16	0.9	5%
27	CCCC(CCC(=O)Nc1ccc(C(=O)OC)cc1)C(=O)O (configuration not stated)	4	1	.	-0.2	1.1	-1	-19	0.9	1%
28	CCN1C(=O)CC(C(=O)O)SC1=Nc1ccc(OC)cc1 (configuration not stated)	7	0.99	0	-3.9	1.1	-7	-2	1	8%
29	COc1ccc(CN2CCN(S(=O)(=O)c3ccc(NC(C)=O)cc3)CC2)cc1OC	-1	0.99	2	-0.8	1.1	15	-9	0.9	7%
30	O=C(c1ccc(NC(=O)C2(c3ccccc3)CCOCC2)cc1)N1CCOCC1	0	1.1	1	-1.1	1.1	-2	-19	1	3%
31	O=C(c1nc2n(n1)C(c1ccc(Cl)cc1)C=C(c1ccccc1)N2)N1CCOCC1 (configuration not stated)	-21	1	28	-1.7	1.4	-6	-1	0.8	2%
32	Cc1occc1C(=O)n1nnc2ccccc21	3	1	12	-2.5	1.1	-4	-6	0.8	3%
33	CCC(=O)N/C(N)=N/c1nc(C)c2cc(OC)ccc2n1	-45[fluorescence artefact?]	1	4	-0.2	2.1*	44	69*	0.9	1%[fluoresces]
34	Cc1ccc(S(=O)(=O)n2nc(C)c(Br)c2C)c(C)c1C	-6	1.1	0	-1.1	1.1	-12	-24	0.9	7%
35	CC(=O)Nc1ccc(C(=O)CSc2nnc(C)o2)cc1	2	1	-11	-0.1	1	-6	11	0.9	8%
36	COC(=O)c1cc(NC(=O)c2ccc(Cn3cc(Cl)cn3)o2)cc(C(=O)OC)c1	4	1	-11	-1.0	1.1	-15	-15	0.9	6%
37	O=C(CN(Cc1ccco1)C(=O)c1cc(=O)[nH]c2ccccc12)Nc1ccccc1Br	-2	0.99	-7	-0.2	1.3	-5	-15	0.9	4%
38	COC(=O)C1CCCN1S(=O)(=O)c1ccc2ccccc2c1 (configuration not stated)	3	1.1	1	-3.5	1.1	-4	3	0.9	7%
39	CCOc1ccc(N(CC(=O)NCc2ccccc2)S(C)(=O)=O)cc1	10	1	0	-2.1	1	19	13	1	7%
40	CC(=O)Oc1c(C)cc(O)c2ccccc12	-4	1.1	24	-0.3	1.3	1	-6	1	3%
41	O=C(CN1CCN(c2ccc(F)cc2)CC1)NCC1CCCO1 (configuration not stated)	-1	1	-2	0.6	1	6	15	1	6%
42	O=C1CN=C(Nc2cccc(C(F)(F)F)c2)N1C1CCCC1	1	0.99	-15	-0.1	0.98	0	0	0.9	3%
43	CCOC(=O)C(CCC#N)(CCC#N)C(=O)OCC	4	1	0	0.6	1.1	-9	-4	0.9	6%
44	Clc1ccc(-n2nnnc2SCc2c(-c3ccccc3)nc3sccn23)cc1	3	1	-2	2.6	1.1	-14	-23	0.9	1%
45	Cc1cc(C)c(Cn2c(=O)n(CCCC(=O)NCc3ccco3)c(=O)c3ccccc32)c(C)c1	-2	1	12	0.1	1.1	5	13	0.9	3%
46	O=C(CN1CCOCCOCCN(CC(=O)Nc2ccccc2)CCOCC1)Nc1ccccc1	0	0.99	-6	-2.1	1.1	-17	24	1	11%
47	COc1oc(-c2ccccc2)nc1C(F)(F)F	-2	1	-1	-0.4	1.1	3	-24	0.8	2%
48	Nc1ccc2nc(-c3ccc(Cl)cc3)[nH]c2c1	-242[fluorescence artefact?]	1.2	4	1.7	2.1*	64*	82*	0.9	12%[fluoresces]
49	O=C(N1CCN(c2ccc(F)cc2)CC1)C12CC3CC(CC(C3)C1)C2	2	1	-29	6.2	1.1	6	1	0.9	5%
50	CCC1=Nc2ccccc2NC2=C1C(=O)CCC2	-1	1.1	.	-1.1	1.1	40	29	0.8	7%
51	COc1ccc2nc(SCC(=O)Nc3ccccc3C#N)[nH]c2c1	3	1	20	-2.9	1.1	20	15	1.1	2%
52	Cc1c(C(=O)Nc2ccc(-n3cnnn3)cc2)oc2ccccc12	1	1.1	-19	1.1	3.8*	0	22	0.9	12%[fluoresces]
53	CCN(CC)c1ccc2oc(=O)c(C)nc2c1	3	1.1	23	0.3	0.59	-4	-22	0.8	11%
